AmpC inh det: Promiscuous and Specific Inhibitors of AmpC Beta-Lactamase (assay with detergent); 0.09% of 71,000 active; purified AmpC, nitrocefin hydrolysis with detergent; Potency, µM (series often up to 28.7 µM), without a hit: at the top dose activity change, negative = inhibition; AID 584, 2007; P00811; active means well fitted curve in the direction sought with a large enough effect
Target sequence (P00811 whole entry, looked up): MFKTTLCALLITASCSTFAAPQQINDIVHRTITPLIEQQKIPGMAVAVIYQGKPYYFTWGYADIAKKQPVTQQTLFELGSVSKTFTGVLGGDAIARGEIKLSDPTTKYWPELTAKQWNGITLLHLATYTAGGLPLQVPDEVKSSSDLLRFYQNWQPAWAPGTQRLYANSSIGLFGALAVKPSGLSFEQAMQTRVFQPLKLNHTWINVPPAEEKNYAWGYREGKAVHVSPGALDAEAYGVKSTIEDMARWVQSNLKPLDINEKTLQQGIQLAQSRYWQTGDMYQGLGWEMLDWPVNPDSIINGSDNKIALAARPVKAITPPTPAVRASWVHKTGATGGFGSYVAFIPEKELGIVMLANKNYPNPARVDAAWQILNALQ
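E. coli AmpC (5.3 nM) in 20 mM phosphate pH 7.0 with 0.01% Triton X-100, preincubated 15 min RT with compound; nitrocefin (2 uL of 800 uM stock) hydrolysis followed by 480 nm absorbance every 20 s over 4 min.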
* = called active by the depositor; & = joins results of further samples; [ ] = another dose, or the depositor's remark. On the % scale 0 is the no-effect control and ±100 the full control effect; potency means the concentration at half of the fitted maximal effect. This is a subset, so the mix of outcomes need not match the whole.

SMILES | AmpC inh det
CCCn1c(-c2ccc(F)cc2)nc2c(NC(C)CCCN(CC)CC)nc(C)nc21 (stereo not drawn) | 12.1%
O=c1c2ccccc2nc2sc3ccccc3n12 | -3.3%
CN1CCN(C(=O)NC2CCCN2S(=O)(=O)c2ccc(Cl)cc2)CC1 (stereo not drawn) | -2.5%
Cc1ccccc1C(=O)/C=C1\NC(=O)CS1 | -1.9%
CCNc1ncc2nc(C)c(=O)n(C3CC3)c2n1 | -2.4%
CC(CN(C)Cc1ccccc1)OC(=O)c1cccs1 (stereo not drawn) | 12.6%
O=C(Cn1nnc(-c2ccccc2-n2cnnn2)n1)c1ccccc1 | -2.5%
COC(=O)CNC(=O)[C@@]1(C)C=C[C@@H](Cc2ccccc2)N1C(C)=O | 17.9%
O=C(CSCc1cccc(F)c1)N1CCN(c2ccccc2)CC1 | -2.4%
O=C(Nc1ccc(F)cc1)NC1CCN(Cc2nnnn2Cc2ccco2)CC1 | 8.2%
Cc1nn(C2CCCCC2)c(N)c1-c1ccccc1 | -0.9%
CCCNS(=O)(=O)c1ccc(CCC(=O)N2CCCCC2)cc1 | -2.9%
COCCn1nnnc1C(c1ccc2ncccc2c1)N1CCc2ccccc21 (stereo not drawn) | 2.5%
COCCn1c(=O)[nH]c2cc(C(=O)NCCN3CCN(c4ccc(OC)cc4)CC3)ccc2c1=O | -2.6%
Cn1c(=O)c(-c2cccc(C#N)c2)nc2cnc(Oc3ccccc3)nc21 | -0.8%
Cc1ccc(Cl)cc1-n1c(O)c(C=NCCCN2CCOCC2)c(=O)[nH]c1=O | -2.0%
O=c1cc(CN2CCc3ccccc32)nc2sccn12 | -3.3%
COc1ccc(CCN(Cc2cccs2)S(=O)(=O)c2ccc(-n3cnnn3)cc2)cc1OC | -3.5%
O=C1N2CN(C(c3ccccc3)c3ccccc3)CN=C2SC1(CO)CO | 7.1%
O=S(=O)(CCn1cccc1)CCn1cccc1 | 8.8%
O=C(CCN1CCOCC1)NCC(=O)Nc1ccc(Br)cc1C(=O)c1ccccc1 | 9.8%
COc1cc(/C=N/n2cnnc2)ccc1OC(=O)N(C)C | -2.4%
CCCC(=O)Nc1ccccc1NC(=O)C1CCCCC1 | -0.6%
CCN1C(=O)CS/C1=N\c1nccs1 | 3.3%

Random excerpt: five entries already listed, in no set order.
SMILES | AmpC inh det
O=C(Cn1nnc(-c2ccccc2-n2cnnn2)n1)c1ccccc1 | -2.5%
Cc1nn(C2CCCCC2)c(N)c1-c1ccccc1 | -0.9%
O=c1c2ccccc2nc2sc3ccccc3n12 | -3.3%
COc1ccc(CCN(Cc2cccs2)S(=O)(=O)c2ccc(-n3cnnn3)cc2)cc1OC | -3.5%
CCCC(=O)Nc1ccccc1NC(=O)C1CCCCC1 | -0.6%

Entries from the list above with an aryl methoxy group:
SMILES | AmpC inh det
COCCn1c(=O)[nH]c2cc(C(=O)NCCN3CCN(c4ccc(OC)cc4)CC3)ccc2c1=O | -2.6%
COc1ccc(CCN(Cc2cccs2)S(=O)(=O)c2ccc(-n3cnnn3)cc2)cc1OC | -3.5%
COc1cc(/C=N/n2cnnc2)ccc1OC(=O)N(C)C | -2.4%

Going on with the list:
SMILES | AmpC inh det
N#CCSc1nnc(CNc2cccc(Cl)c2)o1 | 10.7%
O=C(CCNS(=O)(=O)c1cccc2nonc12)NCc1cccs1 | -2.1%
Fc1ccc(-c2nnc(-c3ccc(Cl)cc3)o2)cc1 | -4.7%
Cc1cccc(Cc2c(C)nc3c(C(=O)NCc4ccco4)cnn3c2C)c1 | 1.0%
Cc1cc(C)cc(C(=O)OC2C[C@H]3CC[C@@H](C2)N3C)c1 (stereo partly drawn) | 2.2%
CCn1c(SCC(=O)NCC2CCCO2)nc2cc(S(=O)(=O)N3CCCCC3)ccc21 (stereo not drawn) | -3.8%
CC(C)c1ccc(/C(C(=O)O)=C(\O)C(=O)O)cc1 | -2.8%[5.75 µM]
Cc1cc(C)n(-c2ccc3cccc(NS(C)(=O)=O)c3n2)n1 | -1.7%
N#Cc1nc(N2CCCC2)nc(N2CCCC2)n1 | -4.4%
CC(=O)c1sc(N2C(=O)c3oc4ccccc4c(=O)c3C2c2ccc(C)o2)nc1C (stereo not drawn) | 6.8%
Cc1nn(Cc2ccccc2)c(Cl)c1C(=O)OC1CCOC1=O (stereo not drawn) | -7.5%
C=CCn1c(Br)nc2c1c(=O)[nH]c(=O)n2C | 3.1%
Cc1occc1-c1nnc(SCC(=O)Nc2ccccc2)n1Cc1ccccc1 | -1.1%
Cc1ccc2[nH]c(=O)c(C(c3nnnn3C3CCCC3)N(Cc3cccnc3)Cc3ccco3)cc2c1 (stereo not drawn) | -1.1%
CCOc1ccccc1-n1c(SCC(N)=O)nnc1-c1ccccc1 | -2.7%
COc1cccc(CNC(=O)C2CCCN(S(=O)(=O)c3c(C)n[nH]c3C)C2)c1 (stereo not drawn) | -0.6%
CC(=O)/C(C(=N)N1CCN(c2cccc(Cl)c2)CC1)=C(\C)O | -4.3%
CCc1nnc(NC=C2C(=O)OC(C)(C)OC2=O)s1 | 9.5%
CC1(C)CC(NC(=O)c2coc(=O)c(Br)c2)CC(C)(C)N1 | 8.6%
Cc1ccc(C)c(N2CCN(C(=O)C3CCCN(S(=O)(=O)c4cnc[nH]4)C3)CC2)c1 (stereo not drawn) | 3.8%
CCOC(=O)N1CCC(NC(=O)CCC(=O)N2CCOc3ccccc32)CC1 | -1.0%
CC(C)(C)NC(=O)CSc1nnc(-c2ccco2)n1Cc1ccco1 | -1.0%
Cn1cnc([N+](=O)[O-])c1Sc1nc(N)nc2c1ncn2Cc1ccccc1 | -3.9%[5.75 µM]
O=S1(=O)NC(=NCc2ccco2)c2ccccc21 | -4.1%
Cc1c(Cl)cccc1NC(=O)C[C@H]1Sc2ccccc2NC1=O | -4.3%[5.75 µM]
COc1ccc(S(=O)(=O)Cc2ccc(C(=O)N3CCN(c4ccccc4F)CC3)o2)cc1 | 6.4%
COc1ccc(-c2nsc3c(N4CCN(C(=O)c5ccco5)CC4)ncnc23)cc1 | -5.5%
CC1=NN(C(=O)c2ccncc2)C(=O)[C@@H]1N=Nc1ccc2ccccc2c1 | -2.9%[5.75 µM]
COc1cc(C2NC(=O)N(C)C3=C2C(=O)CCC3)cc(OC)c1OC (stereo not drawn) | 1.7%
CN[C@H]1[C@@H](O[C@@H]2[C@H](O[C@@H]3[C@@H](O)[C@@H](O)[C@@H](N=C(N)N)[C@@H](O)[C@@H]3N=C(N)N)O[C@H](C)[C@@]2(O)C=O)O[C@@H](CO)[C@@H](O)[C@H]1O | -0.6%[12.8 µM]
O=C(O)c1ccncc1.O=C(O)c1ccncc1.[NH2-].[NH2-].[Pt] | -6.6%[5.75 µM]
Nc1nnc(SCC(=O)N2CCN(c3ccccc3)CC2)n1-c1ccccc1 | 15.6%
O=C1CCCN1CC#CCN1CCCC1 | -3.7%&0.9%
CCOC(=O)N1CCN(C(=O)c2ccc(Cl)c(S(=O)(=O)N3CCOCC3)c2)CC1 | -1.3%
CN1CCN(c2ccc(NC(=O)COc3ccc(Cl)cc3Cl)cc2)CC1 | -1.1%
CC1(C)CC(=O)C(/C=N/c2ncccc2C(=O)O)=C(O)C1 | -6.7%
Cc1cc(C)c2c(CN3CCN(Cc4ccc5c(c4)OCO5)CC3)cc(=O)oc2c1 | -3.0%
CCOc1ccc(/C=c2\sc3nc(-c4ccco4)nn3c2=O)cc1OCC | 2.4%
O=C(NCC(=O)N1CCCC1C(=O)O)OC1CCCCC1 (stereo not drawn) | -2.0%
COC(=O)c1ccc(CSc2nc(-c3ccco3)cc(C(F)(F)F)n2)o1 | -3.8%
Cc1cccc(NC(=O)c2ccc(S(=O)(=O)N(C)C)cc2)n1 | -5.7%
C=CCNC(=O)C1CCN(S(C)(=O)=O)CC1 | -1.8%
Cc1cc(=O)cc(C)n1-c1ccccc1N1CCOCC1 | -6.4%
Cc1cccc(Cl)c1OCCCCn1ccnc1 | -3.0%
Cc1nnc(SCC(=O)N2CCC(Cc3ccccc3)CC2)n(N)c1=O | -2.3%
CCN(CC)C(=O)CSc1nc2sc(C)c(C)c2c(=O)[nH]1 | 2.0%
Cc1[nH]c(=O)[nH]c(=O)c1S(=O)(=O)NCCOC12CC3CC(CC(C3)C1)C2 | -1.1%
COc1ccc(CC(=O)NC(CC(=O)O)c2ccc(OC)cc2)cc1 (stereo not drawn) | -0.3%
Cc1ccc(OCC(=O)Nc2ccc3c(c2)nc2n3CCOC2)cc1 | 16.5%
CCCS(=O)(=O)N1CCCC(C(=O)NCCN2CCOCC2)C1 (stereo not drawn) | -5.7%
O=C(CSc1nnc2scc(-c3ccccc3)n12)c1ccc2c(c1)OCCO2 | 11.2%
COc1cccc(-c2nccc(NCc3ccccc3)n2)c1 | -0.6%
Cc1cc(NC(=O)CSc2nnc(COc3cccc(C)c3C)n2Cc2ccco2)no1 | 11.0%
CCCCCCCCCCCCCC(=O)O[C@H]1[C@@H](C)[C@@]2(O)[C@@H](C=C(CO)C[C@]3(O)C(=O)C(C)=C[C@@H]23)C2C(C)(C)[C@]21OC(C)=O (stereo partly drawn) | -6.1%
O=S(=O)(NCCCN1CCN(c2ccccc2F)CC1)c1cccc2cccnc12 | 18.8%
S=c1[nH]nc(C23CC4CC(CC(C4)C2)C3)n1Cc1ccco1 | -4.2%
COc1cccc(N2C(=O)CC(N3CCN(S(=O)(=O)c4ccccc4)CC3)C2=O)c1 (stereo not drawn) | -2.4%
Nc1c(C(=O)c2ccc(F)cc2)oc2ccccc12 | -3.6%
COCCN(CCOC)c1nc(C)nc2c1nc(-c1ccccc1)n2CCN1CCCC1 | 13.7%
C=CCSC1=C(C#N)C(c2ccccc2OCC)C(C#N)C(=O)N1 (stereo not drawn) | 10.7%

(listing goes on)
SMILES | AmpC inh det
COc1ccc(C)cc1S(=O)(=O)N1CCCCC1 | -0.4%
CSc1cccc(NC(=O)C2CCCN2S(=O)(=O)c2ccc3c(c2)CCC(=O)N3)c1 (stereo not drawn) | -3.5%
COC(=O)C1(C#N)C(c2ccccc2)C1(C(=O)OC)C(=O)OC (stereo not drawn) | 2.9%
Cc1nnc(NC(=O)CSc2nnc(-c3ccc(S(=O)(=O)N4CCCC4)cc3)n2C)s1 | 0.1%
COc1ccccc1CC(NC(C)=O)C(=O)N1CCN(C(=O)Nc2ccccc2Cl)CC1 (stereo not drawn) | -6.6%
CCC1Oc2nc(SC)nnc2-c2ccccc2N1C(=O)c1ccccc1 (stereo not drawn) | -2.0%
CCn1c(=O)cc(OCC(=O)Nc2ccc(Cl)cn2)c2ccccc21 | -6.8%
O=C(c1ccco1)N1CCN(C(=O)C2CCCc3c2[nH]c2ccc(Cl)cc32)CC1 (stereo not drawn) | 5.3%
COc1ccc(NC(=O)c2ccc(-n3nc(C)c[n+]3[O-])cc2)cc1 | 8.8%
COc1ccccc1C(=O)n1nc(-c2ccccc2)nc1N | 2.2%
O=C(C1CN(S(=O)(=O)c2ccccc2)CCN1S(=O)(=O)c1ccccc1)N1CCCCCC1 (stereo not drawn) | 9.5%
CCOC(=O)c1cc(CC)sc1NC(=O)CCC(=O)O | 6.9%
CCOC(=O)c1ccc(NC(=O)c2nn(C)cc2Br)cc1 | 10.3%
COc1cc(C2c3c(n[nH]c3C)C(=O)N2c2ccc(C)cc2)ccc1O (stereo not drawn) | -2.6%
O=C(O)c1cc2nc(-c3ccc(F)cc3)cc(C(F)(F)F)n2n1 | -4.1%
CC(=O)Nc1ccc(N2CCN(C(C)=O)CC2)cc1 | -2.4%
COc1ccc(-c2cc(C(=O)OC3CCOC3=O)c3ccccc3n2)cc1OC (stereo not drawn) | -3.0%
Cc1cc(C)n(-c2nc(SCC(=O)Nc3nccs3)c3c4c(sc3n2)COC(C)(C)C4)n1 | 12.6%
Cc1nc(N)sc1-c1csc(Nc2ccccn2)n1 | 5.0%
Cc1ccc(-n2c(C)cc(C(=O)CSc3nncs3)c2C)cc1 | -0.2%
Cc1cc(Nc2ccc(Br)cc2F)n2nc(C)nc2n1 | 1.4%
CCOC(=O)c1cc2ccc(OC(=O)c3ccco3)cc2oc1=O | -2.9%
O=S(=O)(NCC(c1cccnc1)N1CCN(c2ccc(F)cc2)CC1)c1cccs1 (stereo not drawn) | 9.4%
CN(C)c1oc(-c2ccc(OCc3ccc(Cl)cc3)cc2)nc1C#N | -0.7%
CCn1c(CSc2nc(C)cc(C)n2)nnc1SCC(=O)Nc1ccccc1 | 0.8%
COc1ccccc1OCCCn1c(=O)sc2ccccc21 | -0.4%
CC(C)[C@@H](CC(=O)N[C@@H]1CCCC[C@H]1C(=O)N[C@H](CC(=O)N[C@@H](CCC(=O)O)CC(=O)O)Cc1ccccc1)NC(=O)C[C@H](Cc1ccccc1)NC(=O)[C@@H]1CNCC[C@H]1N | 10.3%
CCOC(=O)c1cnc(-c2ccccc2)[nH]c1=O | -1.5%
c1ccc2c(c1)ccc1nnc(-c3ccc4c(c3)OCO4)n12 | 6.2%
Cc1c(C(Nc2ccccn2)c2ccc(Cl)cc2)c(=O)n(-c2ccccc2)n1C (stereo not drawn) | -2.8%
O=C(NCc1cccnc1)C1CCCN(S(=O)(=O)c2ccccc2)C1 (stereo not drawn) | -3.2%
Cn1c(=O)c2nc(Cl)n(Cc3ccc(Cl)cc3Cl)c2n(C)c1=O | 0.4%
CCOC(=O)c1cc(-c2cccs2)nc2onc(C)c12 | -1.3%
CN(CCC#N)C(=O)COC(=O)c1ccc(Cl)c(S(N)(=O)=O)c1 | 7.3%
O=C(O)CCCC(=O)Nc1ccc(Cl)c(Cl)c1 | 1.4%
COc1ccc(Oc2c(-c3ccc(O)cc3O)n[nH]c2C)cc1 | -0.9%
O=C(NCC1COc2ccccc2O1)c1ccc(Cl)cc1 (stereo not drawn) | 10.8%
CN[C@H](CC(=O)O)C(=O)O | 1.5%&-2.2%
CN(Cc1cc(=O)[nH]c2ccccc12)C(=O)c1ccccc1 | -0.5%

Some of these compounds in order of heavy-atom count, falling.
SMILES | AmpC inh det
Cn1c(=O)c2nc(Cl)n(Cc3ccc(Cl)cc3Cl)c2n(C)c1=O | 0.4%
CN(Cc1cc(=O)[nH]c2ccccc12)C(=O)c1ccccc1 | -0.5%
CN[C@H](CC(=O)O)C(=O)O | 1.5%&-2.2%

Bioassay records (PubChem BioAssay)
